# All columns: NCI-60 one-dose screen, growth in % after 48 h at 10 µM unless noted; 100 = growth as untreated, 0 = no growth, -100 = all killed.
# MCF7 = MCF7 breast cancer; actives 6.3% (n = 82,000); AID 1794796
# MDA-MB-231 = MDA-MB-231 breast cancer; actives 5% (n = 81,000)
# MDA-MB-468 = MDA-MB-468 breast cancer | actives 8.5% (n = 78,000) | AID 2202374
# MOLT-4 = MOLT-4 leukemia cells. actives 6.9% (n = 80,000)
# K-562 = K-562 leukemia; AID 1794777; actives 7.4% (n = 78,000)
# SR = SR leukemia cells. actives 8.7% (n = 73,000)
# RPMI-8226 = RPMI-8226 leukemia cells; actives 7.5% (n = 77,000); AID 1794781
# MDA-MB-435 = MDA-MB-435 melanoma | actives 7.8% (n = 82,000) | AID 1794794
# The depositor's hits bear a star; x = no result given; & = joins results of further samples. The calls were made as follows: active = growth percent below 10; inactive = the rest.
SMILES,MCF7,MDA-MB-231,MDA-MB-468,MOLT-4,K-562,SR,RPMI-8226,MDA-MB-435
CC/C(Br)=C(\Br)Cn1cnc2c(OC)ncnc21,98.0,96.3,73.6,106.0,76.8,99.8,79.8,100.4
CC1(C)[C@@H](O)CC[C@]2(C)[C@H]3CC[C@@H]4[C@H]5[C@H](c6cn(-c7ccc(F)cc7)nn6)CC[C@]5(CO)CC[C@@]4(C)[C@]3(C)CC[C@@H]12,67.3,86.2,87.4,69.4,81.7,74.4,75.7,79.2
COc1ccc(-c2nc(/C=N/Nc3cc(C)nc4ccc(Cl)cc34)c(C)o2)cc1,-80.2*,-95.9*,-73.7*,-46.7*,-35.0*,-5.4*,-50.8*,-97.1*
CCCCC(O)Cn1ncc(C(=O)OCC)c1NC(=O)NCc1cccc(C(F)(F)F)c1 (stereo not drawn),96.8,83.4,74.6,81.3,71.4,87.2,70.5,96.5
CCCCN(CCCC)CCCNc1nccc2ccccc12,85.2,72.9,88.0,79.2,60.4,89.2,83.2,76.8
COC(=O)c1cc2oc(/C=C3/N=C(c4ccccc4)OC3=O)cc2n1C,106.6,111.9,x,x,103.4,x,x,121.1
CCn1c2c(c(=N)c3c1CCC3)CCCC2,52.4,93.4,38.3,76.5,84.3,85.1,94.6,102.3
CC1(C)CC(=O)C2=C(C1)N(c1ccc(F)cc1)C(N)=C(C#N)C2c1ccc(Cl)cc1Cl (stereo not drawn),96.2,96.9,91.1,88.6,82.8,78.2,x,103.7
C=CCOc1c(Cl)cc(Cl)cc1Cl,x,99.6,102.8,94.6,96.8,114.2,103.8,108.2
COC(=O)C1=C/CCCN(C(c2ccccc2)c2ccccc2)/C=C\1C(=O)OC,97.0,119.1,105.5,95.0,94.3,86.7,89.4,107.6
CC(=O)n1nc(C(=O)OCC(C)(C)C)c2ccccc21,95.7,95.2,87.2,100.0,107.2,106.6,105.2,100.7
COc1cc(C2CC(c3cccc(Nc4ccncc4)c3)=NN2C=O)cc(OC)c1OC (stereo not drawn),90.5,102.8,92.4,86.3,72.3,71.2,93.4,89.8
C=C1C(=O)O[C@H]2[C@H]1CC/C(Cn1cc(Cc3c[nH]c4ccccc34)nn1)=C\CC[C@@]1(C)O[C@@H]21,-61.2*,1.1*,x,-1.1*,-12.9*,-5.8*,-26.0*,13.6
O=C(CN1CCN(c2cc3c(cc2F)c(=O)c(C(=O)O)cn3C2CC2)CC1)NCc1ccccc1,96.1,91.3,98.8,98.9,86.1,x,100.1,101.7
Cc1nn(-c2ccc(F)cc2)c2ncnc(N)c12,90.2,110.8,113.2,99.4,98.0,96.6,117.5,105.2
CCOc1ccc(C(CC)Oc2ccc(C(=O)NS(=O)(=O)C(C)(C)C)cc2C(F)(F)F)nc1 (stereo not drawn),96.7,116.9,108.5,110.0,103.8,111.1,112.7,102.2
COc1cccc(/C=C2\Oc3cc(OCCN4CCCC4)ccc3C2=O)c1OC,92.3,95.8,100.7,96.5,87.6,92.5,97.0,100.1
O=C(O)/C=C\c1ccc(OCc2ccccc2)cc1,96.3,102.8,99.8,101.7,104.9,100.5,99.1,103.0
CC(C)(C)c1ccc(C(=O)Nc2sc3c(c2C(N)=O)CC/C(=N\O)C3)cc1,5.5*,14.1,2.2*,15.0,7.8*,6.4*,-16.7*,13.6
Cn1cc(C2=C(c3cccc4ccccc34)C(=O)NC2=O)c2cc(Br)ccc21,84.3,112.6,87.2,77.1,87.2,60.8,120.9,95.7
CC(=O)O[C@H]1C[C@@]2(C)[C@@H](C[C@@H](O)C3[C@]2(C)CC[C@H]2[C@H](C)[C@H](O)CC[C@]32C)/C1=C(/CCC=C(C)C)C(=O)O (stereo partly drawn),111.6,104.4,97.1,110.2,x,104.2,97.1,98.1
Cc1cc(=O)[nH]c(N/N=C/c2cc(Br)ccc2O)n1,1.3*,35.5,3.4*,15.3,22.5,28.4,31.2,47.3
COc1cc(OCc2cccc(-c3ccccc3)c2C)cc(OC)c1/C=C/c1ccc(B2OC(C)(C)C(C)(C)O2)cc1,86.6,82.7,87.7,76.5,92.4,88.6,90.9,94.9
O=C(OC1C(OC(=O)c2cccnc2)C(OC(=O)c2cccnc2)C(OC(=O)c2cccnc2)C(OC(=O)c2cccnc2)C1OC(=O)c1cccnc1)c1cccnc1 (stereo not drawn),96.8&102.0,94.6&100.7,104.9&100.9,97.7&119.8,92.0&116.6,94.7&126.8,99.5&101.6,110.7
C=C1C(=O)O[C@H]2[C@H]1CC/C(COC(=O)/C=C/c1c[nH]c3ccccc13)=C\CC[C@@]1(C)O[C@@H]21,-40.1*,-78.4*,-78.1*,5.1*,-3.4*,-19.7*,-34.3*,-88.5*

# A second format for 15 compounds above.
# Values run as follows: MCF7 | MDA-MB-231 | MDA-MB-468 | MOLT-4 | K-562 | SR | RPMI-8226 | MDA-MB-435
CC1(C)CC(=O)C2=C(C1)N(c1ccc(F)cc1)C(N)=C(C#N)C2c1ccc(Cl)cc1Cl (stereo not drawn)
    96.2 | 96.9 | 91.1 | 88.6 | 82.8 | 78.2 | x | 103.7
C=CCOc1c(Cl)cc(Cl)cc1Cl
    x | 99.6 | 102.8 | 94.6 | 96.8 | 114.2 | 103.8 | 108.2
COC(=O)C1=C/CCCN(C(c2ccccc2)c2ccccc2)/C=C\1C(=O)OC
    97.0 | 119.1 | 105.5 | 95.0 | 94.3 | 86.7 | 89.4 | 107.6
CC(=O)n1nc(C(=O)OCC(C)(C)C)c2ccccc21
    95.7 | 95.2 | 87.2 | 100.0 | 107.2 | 106.6 | 105.2 | 100.7
COc1cc(C2CC(c3cccc(Nc4ccncc4)c3)=NN2C=O)cc(OC)c1OC (stereo not drawn)
    90.5 | 102.8 | 92.4 | 86.3 | 72.3 | 71.2 | 93.4 | 89.8
C=C1C(=O)O[C@H]2[C@H]1CC/C(Cn1cc(Cc3c[nH]c4ccccc34)nn1)=C\CC[C@@]1(C)O[C@@H]21
    -61.2* | 1.1* | x | -1.1* | -12.9* | -5.8* | -26.0* | 13.6
O=C(CN1CCN(c2cc3c(cc2F)c(=O)c(C(=O)O)cn3C2CC2)CC1)NCc1ccccc1
    96.1 | 91.3 | 98.8 | 98.9 | 86.1 | x | 100.1 | 101.7
Cc1nn(-c2ccc(F)cc2)c2ncnc(N)c12
    90.2 | 110.8 | 113.2 | 99.4 | 98.0 | 96.6 | 117.5 | 105.2
CCOc1ccc(C(CC)Oc2ccc(C(=O)NS(=O)(=O)C(C)(C)C)cc2C(F)(F)F)nc1 (stereo not drawn)
    96.7 | 116.9 | 108.5 | 110.0 | 103.8 | 111.1 | 112.7 | 102.2
COc1cccc(/C=C2\Oc3cc(OCCN4CCCC4)ccc3C2=O)c1OC
    92.3 | 95.8 | 100.7 | 96.5 | 87.6 | 92.5 | 97.0 | 100.1
O=C(O)/C=C\c1ccc(OCc2ccccc2)cc1
    96.3 | 102.8 | 99.8 | 101.7 | 104.9 | 100.5 | 99.1 | 103.0
CC(C)(C)c1ccc(C(=O)Nc2sc3c(c2C(N)=O)CC/C(=N\O)C3)cc1
    5.5* | 14.1 | 2.2* | 15.0 | 7.8* | 6.4* | -16.7* | 13.6
Cn1cc(C2=C(c3cccc4ccccc34)C(=O)NC2=O)c2cc(Br)ccc21
    84.3 | 112.6 | 87.2 | 77.1 | 87.2 | 60.8 | 120.9 | 95.7
CC(=O)O[C@H]1C[C@@]2(C)[C@@H](C[C@@H](O)C3[C@]2(C)CC[C@H]2[C@H](C)[C@H](O)CC[C@]32C)/C1=C(/CCC=C(C)C)C(=O)O (stereo partly drawn)
    111.6 | 104.4 | 97.1 | 110.2 | x | 104.2 | 97.1 | 98.1
Cc1cc(=O)[nH]c(N/N=C/c2cc(Br)ccc2O)n1
    1.3* | 35.5 | 3.4* | 15.3 | 22.5 | 28.4 | 31.2 | 47.3

# Record cards, from the list above. Order of values: MCF7, MDA-MB-231, MDA-MB-468, MOLT-4, K-562, SR, RPMI-8226, MDA-MB-435
# Cc1cc(=O)[nH]c(N/N=C/c2cc(Br)ccc2O)n1 across the screens: 1.3*, 35.5, 3.4*, 15.3, 22.5, 28.4, 31.2, 47.3
# COc1cccc(/C=C2\Oc3cc(OCCN4CCCC4)ccc3C2=O)c1OC across the screens: 92.3, 95.8, 100.7, 96.5, 87.6, 92.5, 97.0, 100.1

# The listing continues:
SMILES,MCF7,MDA-MB-231,MDA-MB-468,MOLT-4,K-562,SR,RPMI-8226,MDA-MB-435
CCC1(c2ccccc2)SC(N)=NC1=O (stereo not drawn),101.1,95.2,102.5,102.6,103.2,95.3,99.9,112.4
COc1ccc2[nH]c(C(=O)NCc3ccccc3)cc2c1,83.2,91.3,99.1,83.1,92.7,91.9,90.5,104.8
CCn1c(=S)sc2c(NCc3ccc(Cl)cc3)nc(-c3cccnc3)nc21,80.7,118.3,113.6,75.9,88.4,75.2,97.4,100.1
O=c1[nH]c(=S)[nH]c(=S)[nH]1,96.9,97.0,98.1,106.5,114.8,105.0,107.0,103.2
CC(C)c1ccc(/C=C/C(=O)NC2CCN(c3nnnn3C)CC2)c(O)c1,99.4,96.4,97.3,97.0,99.5,104.6,x,100.7
N#Cc1ncc(Br)c(NC2CCCCCC2)n1,92.1,98.0,91.9,86.8,97.1,80.9,93.4,103.4
COc1ccc(Cl)cc1N1CC(c2nc3ccccc3n2Cc2c(F)cccc2Cl)CC1=O (stereo not drawn),67.5,62.0,66.1,50.5,56.8,65.8,41.2,92.7
COC(=O)[C@]12CCC(C)(C)C[C@@H]1[C@@H]1NC(=O)C[C@@H]3[C@@]4(C)CCC(=O)NC(C)(C)[C@@H]4CC[C@@]3(C)[C@]1(C)CC2,92.3,91.0,107.4,81.7,85.0,85.4,75.2,110.2
Cc1ccc2c(c1)C(=O)C(=O)N2CCCCn1cc(-c2ccccc2)nn1,86.5,94.1,85.8,76.7,75.0,82.8,88.0,99.9
CCOC(=O)/C=C(\C)Nc1ccc(NC(C)=O)cc1,99.6,110.0,95.4,97.2,101.7,91.0,101.2,108.8
CCCCCCCCn1ccc2cc(NC(=O)Cn3cc(-c4ccc(C)cc4)nn3)ccc21,64.6,91.6,94.2,87.9,89.8,71.9,88.1,88.8
Cc1[c-]onc1C.Cc1[c-]onc1C.[Ag].[Ag].[NH-]S(=O)(=O)c1ccc(N=Nc2cc(N=Nc3ccc(S([NH-])(=O)=O)cc3)c3c(NC(=O)C(Cl)Cl)cccc3c2OC(=O)C(Cl)Cl)cc1,35.7,45.8,53.9,81.8,59.7,81.4,80.4,74.3
CCOC(=O)/C=c1\sc2n(c1=O)NC1C(N=2)N(CC)C(=O)N1CC (stereo not drawn),93.6,107.5,92.6,104.8,93.1,74.0,117.7,95.8
Nc1ncnc2c1N=C(c1ccc(Br)cc1)CC(c1cccc(Nc3ccnc4cc(C(F)(F)F)ccc34)c1)N2 (stereo not drawn),22.0,55.9,60.7,16.8,23.0,22.1,12.7,38.3
CC1=C(c2cc(-c3ccc(N(C)C)cc3)n[nH]2)C(c2ccccc2)NC(=S)N1 (stereo not drawn),96.3,94.7,96.4,103.5,103.9,105.5,105.1,96.4
O=S(=O)(c1c(F)cccc1F)N1CCN(c2nccc(-c3c(-c4cccc(F)c4)nc4sccn34)n2)CC1,86.4,94.8,75.6,90.5,91.6,97.6,87.3,101.0
COc1ccc(-c2cs/c(=N\N=C\c3ccccc3F)n2C)cc1,76.0,77.7,74.0,86.9,55.6,38.5,66.6,97.7
CC(C)(C)c1cc(-c2cc(-c3ccccc3)c3sc(=O)[nH]c3n2)cc(C(C)(C)C)c1O,58.1,78.7,88.4,69.5,65.3,62.7,67.1,92.7
C=C1[C@]2(C(=O)OC)C=C(C)C(O)[C@@]1(C)CC1[C@@]3(C)CC[C@H](O)C(C)(C)C3CC[C@]12C (stereo partly drawn),105.0,104.0,94.2,96.2,97.6,100.4,95.7,112.1
O=C1NC(=O)C(c2ccccc2)=C1Nc1ccc(C(=O)Nc2ccc(Cl)cc2)cc1,66.6,72.5,65.2,29.3,53.2,43.9,42.6,70.7
C=C(C)[C@@H]1CC[C@]2(C(=O)n3ccnc3)CC[C@]3(C)[C@H](CC[C@@H]4[C@@]5(C)CCC(=O)NC(C)(C)[C@@H]5CC[C@]43C)[C@@H]12,75.3,97.4,69.5,67.7,50.6,63.6,46.7,86.5
Cn1cccc1C(=O)C1C(c2ccc(Cl)cc2)C2C3CCCCC3CN2C12C(=O)Nc1ccc(Cl)cc12 (stereo not drawn),68.9,84.0,105.5,73.9,57.0,69.9,78.1,88.9
Cc1ccccc1NC(=O)N=Nc1c(O)[nH]c2ccccc12,75.1,94.3,92.2,98.5,96.0,96.4,98.2,111.1
COC(=O)c1ccncc1,109.5,114.8,98.8,x,x,x,112.3,100.6
O=C(OCC(O)CO)c1c(Cl)c(Cl)c(Cl)c(Cl)c1-c1c2cc(I)c(=O)c(I)c-2oc2c(I)c(O)c(I)cc12 (stereo not drawn),75.8,80.5,x,93.4,97.9,99.2,108.6,102.9
CCN(CC)CCOc1ccc(Nc2ncc3cc(-c4ccc(O)cc4)c(=O)n(C)c3n2)cc1,51.5,43.1,44.8,6.0*,-53.5*,-20.5*,70.6,61.1
O=C(COc1cccc2c1N=CCC2)Nc1ccc(C(=O)/C=C/c2ccc(Cl)cc2Cl)cc1,75.6,93.8,92.2,80.5,91.4,78.7,84.7,100.7
Nc1n[nH]c2cccc(C#Cc3cccc(C(=O)Nc4ccc(CN5CCOCC5)c(C(F)(F)F)c4)c3)c12,33.4,28.8,66.0,16.9,4.2*,36.1,16.4,38.7
